HSF1 inh – HSF1 inhibitors in luciferase reporter cells, primary screen, cell-based, NIH3T3, luminescence; NIH3T3-HGL HSE-luciferase, MG132-induced, luminescence 8 h; hits give low values; activity change, negative = inhibition, % at 7.5 µM (by protocol); 300,000 compounds, 0.77% hits;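 active means more than half of replicate wells show activity change below -50%, luminescence cut by over half; inconclusive means some wells, but at most half, below -50%; inactive means no replicate well below -50%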;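 further: luciferase reports HSF-1 transcriptional activity via heat shock element; 0% = median of DMSO wells and -100% = zero luminescence signal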
GSK3 alpha inh – blockers of GSK3A enzyme activity – biochemical, luminescence, cell-free homogeneous, HTS, primary screen; Glycogen synthase kinase-3 alpha (Homo sapiens), P49840; GSK-3 alpha kinase, ADP-Glo luminescence, 60 min; inhibition, % at 10 µM; 320,000 compounds, 0.1% hits;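 in the data active means inhibition above about 50%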;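 further: GST-tagged GSK-3 alpha with peptide substrate and 25 µM ATP; 0% = DMSO neutral wells and 100% = GW8510 positive control wells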
Target sequence (P49840 whole entry, looked up): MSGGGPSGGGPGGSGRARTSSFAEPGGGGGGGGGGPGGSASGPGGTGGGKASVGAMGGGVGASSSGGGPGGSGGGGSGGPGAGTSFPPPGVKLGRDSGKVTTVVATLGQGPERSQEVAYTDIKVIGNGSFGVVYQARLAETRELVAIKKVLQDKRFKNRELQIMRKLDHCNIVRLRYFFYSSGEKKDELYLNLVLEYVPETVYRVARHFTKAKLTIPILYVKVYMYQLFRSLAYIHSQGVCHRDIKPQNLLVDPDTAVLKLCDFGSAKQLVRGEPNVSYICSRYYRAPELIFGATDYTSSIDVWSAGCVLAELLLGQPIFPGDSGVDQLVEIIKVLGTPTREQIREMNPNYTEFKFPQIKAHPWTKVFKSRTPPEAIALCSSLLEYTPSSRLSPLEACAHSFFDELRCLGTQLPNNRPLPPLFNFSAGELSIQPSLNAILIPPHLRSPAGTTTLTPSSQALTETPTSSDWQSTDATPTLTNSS
Platelet DG rel – inhibitors of platelet dense granule secretion, primary screen, cell-based, MLPCN, human platelets; human platelet-rich plasma, SFLLRN dense granule ATP release, luminescence; inhibition, %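 (compounds screened at 7.5 µM in platelet-rich plasma)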; 300,000 compounds, 0.22% hits;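 active means mean replicate score, as percent of positive control, at or above 50; inconclusive means mean below 50 but at least one replicate at or above 50; inactive means mean and every replicate below 50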
Dyrk1A ADPGlo – rat Dyrk1A kinase inhibitors, primary screen, biochemical, single point, plate reader; Dual specificity tyrosine-phosphorylation-regulated kinase 1A (Rattus norvegicus), Q63470; ADP-Glo luminescence, NFATc1 peptide; inhibition, % at 12.5 µM; 310,000 compounds, 0.43% hits; AID 504441, 2011; in the data active means inhibition above about 50%;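 further: plate controls were vehicle with enzyme for no effect and no enzyme for full effect; many of its hits are not listed in these tables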
IEC-6 cytotox – cytotoxicity in IEC-6 intestinal epithelial cells, primary screen, cytotoxicity control for KLF5 inhibitor project, cell-based, luminescence; IEC-6 cytotoxicity, luminescence viability; inhibition, % at 5 µM; 290,000 compounds, 0.78% hits; in the data active means inhibition above about 22%;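 further: 0% = plate median of test compound wells and 100% = cytotoxic reference compound wells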
aSyn UTR inh – MLPCN primary screen, SNCA 5' untranslated region. 300,000 compounds, 0.82% hits. alpha-synuclein 5'UTR reporter, inhibitor activity. inhibition, % (tested at 7.5 µM). AID 1813, 2009; in the data active means inhibition above about 60%; inconclusive means no clear call, values can overlap the other calls;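 further: H4 neuroglioblastoma cells stably carrying SNCA 5'UTR luciferase fusion; 0% = DMSO wells and 100% = positive control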
KLF5 inh – KLF5 expression inhibitors, primary screen, DLD-1 cells, luminescence. DLD-1 KLF5 promoter-luciferase reporter. inhibition, % at 5 µM. 290,000 compounds, 0.23% hits;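 active means inhibition above a per-plate limit of that plate's mean compound inhibition plus 3 SD, cut at about 60% in these data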;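 further: 0% = DMSO wells and 100% = LY294002 at 200 µM; higher means less KLF5 promoter-driven luciferase light; inactives centre near -14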
GSK3B inh – human GSK3beta kinase inhibitors, primary screen, biochemical, cell-free homogeneous, HTS; Glycogen synthase kinase-3 beta (Homo sapiens), P49841; GST-GSK3beta kinase, ADP-Glo luminescence, 60 min; hits give low values; activity score (negative = inhibition), % at 10 µM; 300,000 compounds, 0.038% hits;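 active means more than half of replicate wells score below -50%, meaning over 50% inhibition versus plate controls; inconclusive means some replicates but at most half score below -50%; inactive means no replicate scores below -50%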;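 further: 0% = median DMSO wells and -100% = median GW8510 positive control wells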
Target sequence (P49841 whole entry, looked up): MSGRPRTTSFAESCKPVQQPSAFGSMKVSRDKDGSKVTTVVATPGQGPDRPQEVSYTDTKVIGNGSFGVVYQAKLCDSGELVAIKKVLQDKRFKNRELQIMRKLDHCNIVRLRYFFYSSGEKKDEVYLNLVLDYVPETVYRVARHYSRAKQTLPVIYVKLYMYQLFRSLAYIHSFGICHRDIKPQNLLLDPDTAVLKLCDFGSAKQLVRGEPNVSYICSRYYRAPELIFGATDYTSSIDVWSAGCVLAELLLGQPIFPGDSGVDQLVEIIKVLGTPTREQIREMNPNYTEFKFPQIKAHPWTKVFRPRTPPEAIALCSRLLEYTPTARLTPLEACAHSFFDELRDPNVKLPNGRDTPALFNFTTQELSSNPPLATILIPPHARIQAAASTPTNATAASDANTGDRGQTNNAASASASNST
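Assay system: GST-fused GSK3beta enzyme, cell-free / Medium: Tris pH 7.5 buffer with MgCl2, DTT, BSA, heparin / Also added: peptide substrate plus 25 µM ATP (final) / Compound: 10 µM single point / Timing: kinase reaction with compound 60 min at room temperature / Detection: ADP-Glo luminescence / Benchmarks: DMSO neutral wells and GW8510 at 20 µM as positive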
HSF1 activator – HSF-1 activators, primary screen, NIH3T3-HGL cells, MG132 stress, luminescence, single point. activation, % at 9 µM. AID 504408, 2011. 300,000 compounds, 1.7% hits. NIH3T3-HGL HSF-1 luciferase reporter, 8 h; 100% = twice DMSO control signal;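 active means mean replicate activation of at least 50% with a set share of replicates each reaching 50%; inconclusive means only one of those two conditions met; inactive means mean below 50% and too few replicates reaching it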;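 further: 0% = median of the neutral control wells and 100% = twice that signal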
HSP90 refold inh – HSP90 inhibitors, primary screen, cell lysate, luminescence; AID 1789, 2009; Heat shock protein HSP 90 (rabbit reticulocyte lysate; luciferase refolding); 290,000 compounds, 0.91% hits; Rabbit reticulocyte lysate, luciferase refolding luminescence, 3 h; inhibition, % at 5.6 µM;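 active means inhibition above the screen-wide mean plus 3 SD, computed separately per campaign, cut at about 16% in these data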;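 further: 0% = DMSO wells and 100% = 60 µM geldanamycin wells; inhibitors lower the luminescence because luciferase stays unfolded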
* = called active by the depositor; ? = inconclusive; · = not tested or not shown.

SMILES | HSF1 inh | GSK3 alpha inh | Platelet DG rel | Dyrk1A ADPGlo | IEC-6 cytotox | aSyn UTR inh | KLF5 inh | GSK3B inh | HSF1 activator | HSP90 refold inh
O=C(Cc1ccccc1)c1c[nH]c(C(=O)O)c1 | -3 | -1 | 7 | -3 | -1 | 13 | -15 | 4 | 7 | 2
COc1ccc(OC)c(CCNC(=O)C2CCN(c3ncnc4c3nc3n4CCCCC3)CC2)c1 | -3 | -3 | 10 | 1 | 6 | 10 | -9 | -4 | -1 | -3
COc1ccc(N2CCCn3c2nc2c3c(=O)n(Cc3ccccc3F)c(=O)n2C)c(OC)c1 | -1 | -1 | 6 | -3 | 3 | 12 | -6 | -2 | 37 | 0
O=C(NCCCC1CCCC1)C1CCC(=O)N(Cc2ccccc2F)C1 (stereo not drawn) | -1 | 3 | -13 | · | 2 | -18 | -34 | 1 | 6 | 0
COc1ccc(NS(=O)(=O)c2cccc(C(=O)NCC3CCCO3)c2)cc1 (stereo not drawn) | 1 | -4 | 2 | 8 | · | -4 | · | 1 | -5 | ·
COc1cc(OC)c(S(=O)(=O)Nc2ccccc2N2CCOCC2)cc1NC(C)=O | -3 | -1 | -1 | 2 | 0 | 19 | 2 | 0 | -4 | 5
CC(=O)Nc1cc(C(=O)NCCN2CCN(Cc3ccccc3)CC2)ccc1Sc1ccc(C)cc1 | 0 | -8 | 12 | -4 | -2 | 17 | -2 | 2 | 0 | 3
S=C(NCc1ccncc1)NC1CCCC1 | 3 | -3 | 14 | -1 | 3 | -17 | -30 | 1 | 2 | 3
COCCn1c(C)cc(C(=O)COC(=O)c2ccc(Cl)c(S(N)(=O)=O)c2)c1C | -61* | -1 | -5 | · | · | -103 | · | -2 | -62 | ·
CC(C)c1cc(-c2n[nH]c(=S)n2Cc2ccccc2)cs1 | -1 | 2 | 4 | 3 | 2 | 6 | -28 | -4 | -8 | 1
O=C(CCN1C(=O)COc2ccccc21)NCCCN1CCN(c2ccc(F)cc2)CC1 | · | -3 | -5 | 3 | 5 | -57 | -19 | 0 | · | 3
Cc1[nH]c(=S)c(C#N)c2c1CCCC2 | 14 | -1 | 5 | 7 | 3 | 3 | -9 | -3 | 2 | -3
Cc1ccc(S(=O)(=O)N[C@@H](C)C(=O)N2CCC(C(=O)N3CCC[C@H]3C(=O)O)CC2)cc1 | 2 | -3 | 4 | -6 | -5 | -4 | -17 | 1 | -10 | 1
CCOC(=O)N1CCN(CC(=O)c2ccc3c(c2)CCN3C(C)=O)CC1 | -5 | -1 | 1 | 2 | -2 | 14 | -44 | 1 | -23 | -2
O=C(O)CC(CC(=O)Nc1ccc(F)c(Cl)c1)c1ccc(Cl)cc1Cl (stereo not drawn) | -1 | -2 | 6 | 8 | -3 | -12 | 10 | 6 | 14 | -4
CC(/C=C/c1ccccc1)=N/NC(=O)c1nc2nc(C)cc(C)n2n1 | -7 | -2 | 1 | 2 | 2 | -6 | -26 | -5 | -3 | 1
S=c1[nH]nc(-c2ccco2)n1/N=C/c1ccc(Cl)cc1Cl | -4 | -3 | 0 | 6 | 2 | 4 | -25 | 3 | -8 | 1
CN(C)S(=O)(=O)c1ccc(Cl)c(NC(=O)COc2ccccc2[N+](=O)[O-])c1 | -10 | -2 | ? | 2 | 6 | 3 | 27 | 1 | 10 | 7
O=C(/C=C/Nc1ccc(F)c(Cl)c1)c1ccco1 | 6 | -1 | 5 | 0 | 4 | -148 | -29 | 2 | 9 | 4
Cc1ccc(S(=O)(=O)Nc2ccc(C(=O)Nc3ccncc3)cc2)cc1 | -11 | 11 | -14 | 4 | 4 | -8 | -8 | -1 | -4 | 1
CN1CCN(S(=O)(=O)c2ccc(NC(=O)C3CCCO3)cc2)CC1 (stereo not drawn) | -2 | 0 | 1 | 5 | -2 | 10 | -25 | -2 | -10 | -3
Cc1csc2nc(CNS(=O)(=O)N(C)C)cn12 | 2 | 0 | -2 | 8 | -4 | -34 | -22 | -1 | -9 | -2
O=C1NCCCC1C(=O)Nc1cccc(C(F)(F)F)c1 (stereo not drawn) | 3 | · | 1 | -2 | 3 | -3 | -27 | 1 | -14 | -1
CCC1CCC(NC2CCCCNC2=O)CC1 (stereo not drawn) | -9 | -1 | 0 | -5 | -1 | 31 | 0 | 0 | -25 | 6
Cc1cc(C(=O)NNC2CC(=O)N(c3ccc4ccccc4c3)C2=O)c(C)o1 (stereo not drawn) | -4 | -3 | -1 | 3 | 6 | 32 | 0 | 2 | -17 | 4
O=C(CN(Cc1ccccc1)C(=O)CCC(=O)Nc1nccs1)NCc1ccc(F)cc1 | -4 | -1 | -3 | -3 | -2 | -3 | 6 | 1 | 8 | 3
O=C(NCCc1ccccc1)C1c2ccccc2C(=O)N1C1CC1 (stereo not drawn) | -5 | -1 | -4 | -8 | 4 | -11 | -29 | 1 | -9 | 3
CCC(=O)N1c2ccc(S(=O)(=O)CCC(=O)Nc3nccs3)cc2CC1C (stereo not drawn) | -8 | 0 | 2 | -1 | 0 | -18 | -46 | 1 | -1 | 0
O=C(Cn1c(NCCCO)nc2ccccc21)c1ccc(Br)cc1 | 0 | -1 | -9 | · | 3 | 4 | -3 | -1 | 21 | -1
COc1ccc(C2C(C#N)=C(N)N(N(C)C)C3=C2C(=O)CCC3)cc1 (stereo not drawn) | -3 | 2 | -3 | 3 | -4 | 12 | -25 | 1 | -15 | -6

Taken from above:
O=C(Cn1c(NCCCO)nc2ccccc21)c1ccc(Br)cc1 in GSK3 alpha inh is entered as -1
CCC(=O)N1c2ccc(S(=O)(=O)CCC(=O)Nc3nccs3)cc2CC1C (stereo not drawn) in Dyrk1A ADPGlo is entered as -1

Continued:
SMILES | HSF1 inh | GSK3 alpha inh | Platelet DG rel | Dyrk1A ADPGlo | IEC-6 cytotox | aSyn UTR inh | KLF5 inh | GSK3B inh | HSF1 activator | HSP90 refold inh
Cc1ccc(C(=O)NCCNS(=O)(=O)c2ccccc2[N+](=O)[O-])cc1 | -6 | -2 | -8 | · | 7 | -11 | -28 | -3 | 6 | 2
Cc1ccccc1NC(=O)CNc1ccccc1C(=O)NCc1ccco1 | 8 | -3 | -6 | -2 | 2 | -27 | -22 | 0 | 46 | -7
Cc1ccc(Nc2nc(N)c([N+](=O)[O-])c(NCc3ccco3)n2)cc1C | 20 | 3 | -3 | 8 | 5 | -55 | -53 | -26 | 31 | -5
Cc1nn(-c2ccccc2)c(N)c1C(c1ccc(C(C)C)cc1)c1c(C)nn(-c2ccccc2)c1N | 19 | · | -4 | -10 | 0 | 14 | -7 | -6 | 10 | -2
O=C(COc1ccc(Br)cc1)NCCNC(=O)c1ccncc1 | 3 | 0 | 36 | · | 10 | 3 | -4 | 1 | -3 | 0
Cc1cc(N2CCCCC2C)nc(-c2ccccc2O)n1 (stereo not drawn) | 2 | 1 | 0 | 4 | -2 | -6 | -3 | 3 | -4 | -1
CCOc1ccc(NC(=O)[C@H](Cc2ccccc2)NC(=O)C2CCNCC2)cc1 | -4 | 0 | -16 | -4 | 3 | 7 | 8 | 1 | -25 | 2
O=C1/C(=C\c2cccnc2)SC(=S)N1c1ccc(F)cc1 | 6 | 2 | 7 | -5 | -3 | -21 | -14 | -1 | 17 | 2
CCC(=O)n1nc(NCc2ccccc2OC)nc1NCc1ccccc1OC | -2 | -3 | 5 | -1 | -2 | 26 | 17 | -2 | 7 | -1
CCOc1ccc(S(=O)(=O)N2CCN(C(=O)c3ccccc3Cc3ccccc3)CC2)cc1 | 0 | -2 | -1 | -3 | · | 13 | · | -3 | 0 | ·
Cc1cccc(Cn2c(N3CCN(C)CC3)nc3c2c(=O)[nH]c(=O)n3C)c1 | 4 | · | 4 | -1 | 0 | 5 | -40 | 3 | 5 | 1
C/C(=N\NC(=O)COc1ccccc1[N+](=O)[O-])c1cccc(NC(=O)c2ccncc2)c1 | 3 | 1 | -7 | -7 | -4 | -23 | -30 | 1 | -6 | -1
COc1c2c(c(C)c3c1C(=O)OC3)O[C@@]1(C)CC[C@@]3(O)C(C)(C)OC(=O)CC[C@]3(C)[C@H]1C2 | -1 | 2 | -3 | 4 | · | -27 | · | 1 | 2 | ·
Brc1cccc(-c2nc3cccnc3nc2-c2cccc(Br)c2)c1 | -39 | -1 | -2 | · | 5 | -7 | -25 | -2 | -53 | -4
O=C(CC1(O)C(=O)c2ccccc2C1=O)c1ccccc1 | -6 | -2 | 0 | -1 | -3 | -2 | 0 | -2 | 21 | 1
C/C(=N/NC(=O)c1ccc2nc[nH]c2c1)c1cccs1 | 5 | 3 | 4 | 3 | -3 | -19 | -18 | -4 | 4 | -2
CCOC(=O)c1ccccc1NC(=O)COC(=O)CC1CCCCC1 | 4 | 0 | 3 | -7 | 0 | 15 | -11 | 2 | -5 | 2
CCn1nnc(NC(=O)Cc2ccc(Cl)cc2)n1 | -3 | · | -1 | · | 1 | 10 | -9 | -2 | -5 | 0

Of the compounds above, seven have an aryl methoxy group.
SMILES | HSF1 inh | GSK3 alpha inh | Platelet DG rel | Dyrk1A ADPGlo | IEC-6 cytotox | aSyn UTR inh | KLF5 inh | GSK3B inh | HSF1 activator | HSP90 refold inh
COc1ccc(OC)c(CCNC(=O)C2CCN(c3ncnc4c3nc3n4CCCCC3)CC2)c1 | -3 | -3 | 10 | 1 | 6 | 10 | -9 | -4 | -1 | -3
COc1ccc(N2CCCn3c2nc2c3c(=O)n(Cc3ccccc3F)c(=O)n2C)c(OC)c1 | -1 | -1 | 6 | -3 | 3 | 12 | -6 | -2 | 37 | 0
COc1ccc(NS(=O)(=O)c2cccc(C(=O)NCC3CCCO3)c2)cc1 (stereo not drawn) | 1 | -4 | 2 | 8 | · | -4 | · | 1 | -5 | ·
COc1cc(OC)c(S(=O)(=O)Nc2ccccc2N2CCOCC2)cc1NC(C)=O | -3 | -1 | -1 | 2 | 0 | 19 | 2 | 0 | -4 | 5
COc1ccc(C2C(C#N)=C(N)N(N(C)C)C3=C2C(=O)CCC3)cc1 (stereo not drawn) | -3 | 2 | -3 | 3 | -4 | 12 | -25 | 1 | -15 | -6
CCC(=O)n1nc(NCc2ccccc2OC)nc1NCc1ccccc1OC | -2 | -3 | 5 | -1 | -2 | 26 | 17 | -2 | 7 | -1
COc1c2c(c(C)c3c1C(=O)OC3)O[C@@]1(C)CC[C@@]3(O)C(C)(C)OC(=O)CC[C@]3(C)[C@H]1C2 | -1 | 2 | -3 | 4 | · | -27 | · | 1 | 2 | ·

An excerpt; the hit share may differ from the screen's.
